Bioassay records from PubChem BioAssay.
ANO1 block: inhibitors of mouse TMEM16A calcium-activated chloride channel; Q8BHY3; HEK293 TMEM16A/YFP iodide influx fluorescence, ionomycin; normalized B-score (activity score, 25-100; higher = stronger inhibition) at 10 µM; 1.2% of 310,000 active; AID 588511;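 active means ratio plate-corrected score three or more library SD toward inhibition, starting fluorescence score within five deviations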;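 further: score derived from kinetic fluorescence span divided by baseline fluorescence per well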
Target sequence (Q8BHY3 whole entry, looked up): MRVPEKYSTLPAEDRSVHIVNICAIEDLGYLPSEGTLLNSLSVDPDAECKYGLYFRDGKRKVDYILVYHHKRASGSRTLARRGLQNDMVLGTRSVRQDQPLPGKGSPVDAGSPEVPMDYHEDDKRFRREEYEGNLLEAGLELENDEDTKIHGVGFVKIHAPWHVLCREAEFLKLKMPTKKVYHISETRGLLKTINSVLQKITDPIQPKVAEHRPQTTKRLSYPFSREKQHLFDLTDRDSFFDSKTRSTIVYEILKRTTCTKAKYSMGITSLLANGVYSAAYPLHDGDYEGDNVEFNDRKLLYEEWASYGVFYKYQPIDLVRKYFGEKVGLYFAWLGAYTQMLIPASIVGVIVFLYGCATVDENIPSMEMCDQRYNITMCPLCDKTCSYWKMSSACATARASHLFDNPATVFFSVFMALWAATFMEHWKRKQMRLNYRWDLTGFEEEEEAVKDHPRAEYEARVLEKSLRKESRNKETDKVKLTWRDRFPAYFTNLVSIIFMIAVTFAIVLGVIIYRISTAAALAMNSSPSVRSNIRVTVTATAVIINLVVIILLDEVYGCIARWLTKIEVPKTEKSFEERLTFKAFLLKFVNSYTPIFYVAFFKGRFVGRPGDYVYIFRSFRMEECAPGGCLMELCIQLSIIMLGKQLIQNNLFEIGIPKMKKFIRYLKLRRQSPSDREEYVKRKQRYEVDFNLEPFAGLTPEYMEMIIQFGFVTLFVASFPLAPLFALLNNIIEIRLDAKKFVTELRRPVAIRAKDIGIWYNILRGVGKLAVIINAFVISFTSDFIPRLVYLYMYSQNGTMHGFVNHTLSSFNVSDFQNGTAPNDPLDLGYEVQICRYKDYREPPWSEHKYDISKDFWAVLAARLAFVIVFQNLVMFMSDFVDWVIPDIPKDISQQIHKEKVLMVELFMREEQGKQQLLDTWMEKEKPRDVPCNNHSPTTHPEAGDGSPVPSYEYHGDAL
RGS4 block: inhibitors of human RGS4 | AID 463165 | 0.45% of 310,000 active | P49798 | B-score at 10 µM | HEK293 M3R/RGS4 inducible, Fluo-4 calcium flux; active compounds read high; triggered by carbachol at its EC20;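 active means B-score, a plate-corrected calcium signal, over three deviations above library mean, with baseline fluorescence within five deviations of library mean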;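 further: RGS4 expression induced by doxycycline in cells with stable M3 receptor; B-score is computed from the integrated fluorescence ratio over baseline after carbachol; higher B-score means a larger calcium signal and so more RGS4 inhibition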
MrgX1 ag: agonists of human MrgX1 receptor; Q96LB2; B-score at 10 µM; MrgX1-HEK293 cells, Fluo-4 calcium fluorescence, agonist mode; active compounds read high; AID 588627; 0.44% of 310,000 active;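 active means calcium response B-score plate-corrected fluorescence ratio at least 3 library SD, with starting fluorescence B-score inside 5 SD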
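Assay system: stable human MrgX1 HEK293 cell line. Quantity: 15,000 cells per well. Schedule: cells plated overnight, dye loaded 0.5 h 37 °C, 0.5 h room temperature. Detection: Fluo-4 NW calcium-flux fluorescence, kinetic read. Read-out basis: peak-minus-minimum fluorescence over baseline, converted to B scores. Control set: positive and negative control wells on each plate.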
TRPC6 act: activators of mouse TRPC6 channel | 0.13% of 310,000 active | HEK293-TRPC6 membrane potential dye fluorescence; active compounds read high | B-score at 10 µM | Q61143 | AID 2550;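 active means B-score of the integrated fluorescence ratio above library mean plus 3 SD, and starting fluorescence ratio within library mean plus 5 SD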;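 further: higher score means more depolarization so channel activation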
MrgX1 PAM: allosterically activates human MrgX1 receptor signaling | MrgX1-HEK293, Fluo-4 calcium flux, FDSS; active compounds read high | B-score at 10 µM | 0.63% of 310,000 active | AID 588675;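 active means plate-corrected calcium response at least 3 library SD above typical, normal starting fluorescence, not activating the receptor alone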;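 further: compound read alongside a low EC10 to EC30 dose of BAM8-22 agonist; peak minus trough fluorescence over baseline measured at the second addition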
TRPC6 inh: blocks the mouse TRPC6 cation channel; HEK293-TRPC6, membrane potential dye, ACh-evoked depolarization; active compounds read low; B-score at 10 µM; 1.1% of 310,000 active; AID 2553;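 active means B-score under library mean minus 3 SD, initial fluorescence not abnormally high, positive integrated signal ratio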;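 further: B-score derived from integrated fluorescence ratio over the kinetic read; more negative B-score means stronger inhibition of depolarization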
TMEM16A act: activates or potentiates the mouse TMEM16A chloride channel. Q8BHY3. HEK293 TMEM16A/YFP-H148Q/I152L, iodide quench fluorescence; active compounds read low. B-score at 10 µM. 0.3% of 340,000 active;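 active means fluorescence-ratio B-score plate-corrected deviation score at least 3 library SD below zero, with starting fluorescence score within 5 deviations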;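 further: channel opened by trigger with iodide after compound preincubation; score built on the fluorescence ratio of max minus min over baseline; more negative score means more quench and so TMEM16A activation or potentiation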
TRPC4 act: activators of mouse TRPC4 channel. Q9QUQ5. HEK293 TRPC4beta/mu-opioid, Fluo4 calcium fluorescence; active compounds read high. B-score at 10 µM. 0.49% of 310,000 active. AID 2237;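 active means B-score above 5 SD of library B-scores, and initial fluorescence ratio not above library mean plus 5 SD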;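 further: positive B-score marks a calcium rise read as TRPC4 activation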
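System: HEK293 cells stably co-expressing mouse TRPC4beta and mu-opioid receptor; Schedule: Fluo4 dye loading 45 min at room temperature, 110 s recording; Detection: Fluo4 fluorescence, kinetic; Evaluation: B-scored integrated calcium fluorescence ratio; Controls: buffer (low) and maximal DAMGO (high).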
TRPC4 PAM: allosteric potentiators of mouse TRPC4 channel. B-score at 10 µM. HEK293 TRPC4beta/mu-opioid, DAMGO EC20, Fluo-4 Ca2+ flux; active compounds read high. 0.42% of 310,000 active. Q9QUQ5;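 active means B-score of calcium response area above 5 SD of library B-scores, with initial fluorescence ratio within 5 SD of library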;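 further: B-score of integrated fluorescence ratio over time as area under calcium response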
MrgX1 antag: antagonists of human MrgX1 receptor; Q96LB2; MRGX1-HEK293 calcium flux, Fluo-4, BAM8-22 antagonism; active compounds read low; B-score at 10 µM; 1.3% of 310,000 active; AID 588676;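 active means calcium-response B-score plate-corrected more than 3 library SD below zero, starting fluorescence within 5 deviations, no agonist response on first addition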;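 further: peak minus trough fluorescence over baseline after final BAM8-22 challenge near maximal dose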
TRPC4 block: TRPC4 (mouse) channel inhibition | Q9QUQ5 | HEK293 TRPC4beta/mu-opioid, DAMGO-evoked Fluo4 calcium flux; active compounds read low | B-score at 10 µM | 0.39% of 300,000 active | AID 2247;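 active means B-score over 3 SD under the library average, no early fluorescence shift, positive overall ratio signal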
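test system = HEK293 cells with stable TRPC4beta plus mu-opioid receptor expression | detection = Fluo4 Ca2+ flux fluorescence | read-out = integrated fluorescence ratio relative to baseline, converted to per-well B score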
* hit, by the source's call; i = inactive; nt = no result given.

| molecule | ANO1 block | TRPC6 inh | TMEM16A act | TRPC6 act | RGS4 block | TRPC4 PAM | MrgX1 ag | TRPC4 block | TRPC4 act | MrgX1 antag | MrgX1 PAM |
| --- | --- | --- | --- | --- | --- | --- | --- | --- | --- | --- | --- |
| Cc1ccc(S(=O)(=O)N(C)CC(=O)OCC(=O)N2CCCC2=O)cc1 | i | i | i | i | i | i | i | i | i | i | i |
| NC1=NC(=O)C(CC(=O)NCc2ccccc2)S1 (stereo not given) | i | i | i | i | i | i | i | i | i | i | i |
| O=C1CS/C(=C/C(=O)c2cccc(Cl)c2)N1 | i | i | i | i | i | i | i | i | i | i | i |
| CC(=O)c1cccc(NC(=O)C(C)OC(=O)C2CCC2)c1 (stereo not given) | i | i | i | i | i | i | i | i | i | i | i |
| Cc1ccc(NCc2ccccc2)cc1 | i | i | i | i | i | i | i | i | i | i | i |
| O=C(NCCN1CCN(c2ccccc2)CC1)Nc1ccccc1Br | i | i | i | i | i | i | i | i | i | i | i |
| CC(=O)Oc1cccc(N2C(=O)C3C(C2=O)C2C=CC3C23CC3)c1 (stereo not given) | i | i | i | i | i | i | i | i | i | i | i |
| COc1cccc(/C=N/Nc2ncnc3c2ncn3Cc2ccccc2)c1O | i | i | i | i | i | i | i | i | i | i | i |
| Nc1ccc(NC(=O)c2cccc(C(=O)Nc3ccc(N)cc3Cl)c2)c(Cl)c1 | i | i | i | i | i | i | i | i | i | i | i |
| O=C(NCc1ccco1)c1ccc(Br)c(S(=O)(=O)N2CCCCC2)c1 | i | i | i | i | i | i | i | i | i | i | i |
| CCNC(=O)N1C(CC(=O)OCC)C(=O)NC2CCCCC21 (stereo not given) | i | i | i | i | i | i | i | i | i | i | i |
| CCn1c(/C=C/Nc2ccccc2)[n+](CC)c2ccc(C(=O)OCC(F)(F)F)cc21 | i | i | i | i | i | i | i | i | i | i | i |
| Cc1cc(CNC(=O)C(C)n2cc([N+](=O)[O-])cn2)c2ccccc2n1 (stereo not given) | i | i | i | i | i | i | i | i | i | i | i |
| CC(Sc1nnc(-c2ccncc2)n1C)C(=O)Nc1nccs1 (stereo not given) | i | i | i | i | i | i | i | i | i | i | i |
| COCC(=O)Nc1nc(-c2ccccc2)c(C)s1 | i | i | i | i | i | i | i | i | i | i | i |
| O=C1CC(N2CCN(Cc3ccccc3)CC2)C(=O)N1 (stereo not given) | i | i | i | i | i | i | i | i | i | i | i |
| CN(C(=O)C1CCOC1)c1nnc(-c2ccncc2)s1 (stereo not given) | i | i | i | i | i | i | i | i | i | i | i |
| CN1CCN(c2ccc(NC(=O)COc3ccccc3Cl)cc2)CC1 | i | -9.2* | i | i | i | i | i | i | i | i | i |
| COc1ccc(N(C(=O)C(C)C)S(=O)(=O)c2cccs2)cc1 | i | i | i | i | i | i | i | i | i | i | i |
| CCC1CCCCN1CCCNC(=O)CSc1nc2nc(C)c(Cc3ccccc3)c(C)n2n1 (stereo not given) | i | i | i | i | i | i | i | i | i | i | i |
| Cc1ccc(NCC(=O)N/N=C/c2cccn2C)cc1 | i | i | i | i | i | i | i | i | i | i | i |
| Cn1nc(C(=O)NCCc2ccc(S(N)(=O)=O)cc2)c2c1-c1ccccc1S(=O)(=O)C2 | i | i | i | i | i | i | i | i | i | i | i |
| COc1ccc2ccccc2c1CNC(C)c1ccccc1 (stereo not given) | i | i | i | i | i | i | i | i | i | i | i |
| O=C(CCc1c[nH]c2ccccc12)NCCc1ccc2c(c1)OCCO2 | i | i | i | i | i | i | i | i | i | i | i |
| CC(C)c1ccc(NC(=O)NC2CC3CCC(C2)N3Cc2cccs2)cc1 (stereo not given) | i | i | i | i | i | i | i | i | i | i | i |
| Cc1noc(NS(=O)(=O)c2ccc(NC(=O)c3oc4ccc(F)cc4c3C)cc2)c1C | nt | i | i | i | i | i | nt | i | i | nt | nt |
| CCOC(=O)C1CCN(c2nc(C)nc3c2oc2ccccc23)CC1 | i | i | i | i | i | i | i | i | i | i | i |
| Cc1ccc(S(=O)(=O)NCC(=O)N(CC(=O)NC(C)(C)C)Cc2ccc3c(c2)OCO3)cc1 | i | i | i | i | i | i | i | i | i | i | i |
| CC1CCc2nc(NCCO)nc(C(F)(F)F)c2C1 (stereo not given) | i | i | i | i | i | i | i | i | i | i | i |
| Cc1c(C)c2c(OCC(=O)NCc3ccco3)cc3c(c2oc1=O)CCC(C)(C)O3 | i | i | i | i | i | i | i | i | i | i | i |
| O=S1(=O)c2ccccc2N=NN1Cc1cc(Cl)cc(Cl)c1 | i | i | nt | i | i | i | i | i | i | i | i |
| Cc1cccc(OC2CCN(Cc3c(C(=O)N4CCCC4)nc4ccccn34)CC2)c1 | i | i | i | i | i | i | i | i | i | i | i |
| COc1ccc2c(=O)c(-c3cnn(-c4ccccc4)c3)c(C)oc2c1 | i | i | i | i | i | i | i | i | i | i | i |
| O=c1[nH]cccc1-c1nc2cc(Cl)ccc2n1Cc1ccccc1 | i | i | i | i | i | i | i | i | i | i | i |
| O=C(COc1ccc(Br)cc1)N1CCN(c2ccc([N+](=O)[O-])c(N3CCCCC3)c2)CC1 | i | i | i | i | i | i | i | i | i | i | i |
| O=C1CC(N2C(=O)/C(=C/C=C/c3ccccc3)SC2=S)C(=O)N1c1ccccc1 (stereo not given) | i | i | i | i | i | i | i | i | i | i | i |
| CCNC(=O)Nc1cc2nc(C)n(Cc3ccc(Br)cc3)c2nc1C | i | i | i | i | i | i | i | i | i | i | i |
| Cc1cc(/C=N/NC(=O)COc2cccc3cccnc23)c(C)n1-c1ccc(O)cc1 | i | i | i | i | i | i | i | i | i | i | i |
| Cc1cc(C(=O)CCC(=O)Nc2ncccc2C)c(C)s1 | i | i | i | i | i | i | i | i | i | i | i |
| Cc1ccccc1NC(=O)c1cccc(C(F)(F)F)c1 | i | i | i | i | i | i | i | i | i | i | i |
| O=C(O)CP(=O)(c1ccccc1)c1ccccc1 | i | i | i | i | i | i | i | i | i | i | i |
| OC(CNCc1ccccc1)(c1ccc(F)cc1)c1ccc(F)cc1 | i | -5.3* | i | i | i | i | i | i | i | i | i |
| FC(F)(F)c1cccc(CN2CCN(c3ncccn3)CC2)c1 | i | i | i | i | i | i | i | i | i | i | i |
| O=C(O)c1c[nH]ccc1=O | i | i | i | i | i | i | i | i | i | i | i |
| Cc1ccc(C(C)C)c(OCC(=O)Nn2c(=O)[nH]c3ccccc3c2=O)c1 | i | i | i | i | i | i | i | i | i | i | i |
| Cc1onc(-c2c(Cl)cccc2Cl)c1C(=O)N1CCN(c2ccc(F)cc2)CC1 | i | i | i | i | i | i | i | i | i | i | i |
| O=C(c1ccc(Cl)cc1)N1CCN(C(=O)C2CCCCC2)CC1 | i | i | i | i | i | i | i | i | i | i | i |
| CCN(CC)CCCNC(=O)c1cc(-c2ccc(Cl)cc2)on1 | i | i | i | i | i | i | i | i | i | i | i |
| CC(C)c1ccc(OCc2ccc(C(=O)N3CCN(c4ccccn4)CC3)cc2)cc1 | 100* | i | i | i | i | i | i | i | i | i | i |
| CCc1ccc(NC(=S)NC(=O)c2c(-c3ccccc3Cl)noc2C)cc1 | i | i | i | i | i | i | i | i | i | i | i |
| N#Cc1cn(CCCOc2ccccc2)c2ccccc12 | i | i | i | i | i | i | i | i | i | i | i |
| CC1CCN(C(=O)CCc2ccc(Oc3cc([N+](=O)[O-])cc([N+](=O)[O-])c3)cc2)CC1 | i | i | i | i | i | i | i | i | i | i | i |
| O=C(CSc1nnc(Cc2ccccc2)o1)Nc1ccc2c(c1)OCO2 | i | i | i | i | i | i | i | i | i | i | i |
| CCNc1ccccc1CP(=O)(c1ccccc1)c1ccccc1O (stereo not given) | i | i | nt | i | i | i | i | i | i | i | i |
| Cn1c(=O)n(C)c2cc(/C=N/NC(=O)c3cc4cc(Br)ccc4o3)ccc21 | i | i | i | i | i | i | i | i | i | i | i |
| CCOC(=O)CNC(=O)CNC(=O)c1nn(-c2ccc(OC)c(OC)c2)c(=O)c2ccccc12 | i | i | i | i | i | i | i | i | i | i | i |
| CCCCCN(C(=O)CCC(=O)OCC(=O)c1ccc(C(C)(C)C)cc1)c1c(N)n(CCCC)c(=O)[nH]c1=O | i | i | i | i | i | i | i | i | i | i | i |
| COc1ccc(C(=O)C2CCCN(C(=O)c3cccnc3OC)C2)c(C)c1 (stereo not given) | i | i | i | i | i | i | i | i | i | i | i |
| O=[N+]([O-])c1ccc(N2CCN(S(=O)(=O)c3ccccc3)CC2)cc1NCCN1CCOCC1 | i | i | i | i | i | i | i | i | i | i | i |
| Cc1ccc2[nH]c(SCC(=O)N3CCOCC3)nc2c1C | i | i | i | i | i | i | i | i | i | i | i |

Going on with the list.
| molecule | ANO1 block | TRPC6 inh | TMEM16A act | TRPC6 act | RGS4 block | TRPC4 PAM | MrgX1 ag | TRPC4 block | TRPC4 act | MrgX1 antag | MrgX1 PAM |
| --- | --- | --- | --- | --- | --- | --- | --- | --- | --- | --- | --- |
| CCc1ccc(/C=N/NC(=O)Cc2ccc(OC)c(OC)c2)s1 | i | i | i | i | i | i | i | i | i | i | i |
| COc1ccc(N(Cc2cc3ccc(C)cc3[nH]c2=O)C(=O)C2CCCO2)cc1 (stereo not given) | i | i | i | i | i | i | i | i | i | i | i |
| O=C(O)c1cccc(NC(=O)c2ccccc2NC(=O)c2ccco2)c1 | i | i | i | i | i | i | i | i | i | i | i |
| CC1(C)CC(C)(O)N(Cc2ccccc2)C(=S)N1 (stereo not given) | i | i | i | i | i | i | i | i | i | i | i |
| OC(COc1ccc(Cl)cc1)CN1C2=NCCCN2c2ccccc21 (stereo not given) | i | i | i | i | i | i | i | i | i | i | i |
| O=C(Cc1cccs1)OCC(=O)c1ccco1 | i | i | i | i | i | i | i | i | i | i | i |
| CCOC(=O)Cc1cnc(NC(=O)CSc2nc(N)cc(=O)[nH]2)s1 | i | i | i | i | i | i | i | i | i | i | i |
| COc1ccc(C2=Nn3c(nnc3C(F)(F)F)SC2)cc1 | i | i | i | i | i | i | i | i | i | i | i |
| Cc1ccc(C(=O)N/C(=C\c2sccc2C)C(=O)NCc2ccncc2)cc1 | i | i | i | i | i | i | i | i | i | i | i |
| O=C(CCC(=O)c1ccc(Br)cc1)Nc1cccnc1 | i | i | i | i | i | i | i | i | i | i | i |
